Screening results (PubChem)
FLuc counter: firefly luciferase modulation, counter-screen for miR-21 project; 6.9% of 360,000 active; P08659; purified FLuc, Km substrates, luminescence inhibition; Potency, µM (highest dose often 57.5 µM), without a hit: top-dose activity change, negative = inhibition, most hits filed as inhibitors; AID 588342; active = well fitted inhibition curve with a large enough effect; inconclusive = small, poorly fitted or top-dose-only effect;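 note: plate controls were vehicle for no effect and reference inhibitor for full effect; nearly all actives have a fitted effect of over 55% in size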
Target sequence (P08659 whole entry, looked up): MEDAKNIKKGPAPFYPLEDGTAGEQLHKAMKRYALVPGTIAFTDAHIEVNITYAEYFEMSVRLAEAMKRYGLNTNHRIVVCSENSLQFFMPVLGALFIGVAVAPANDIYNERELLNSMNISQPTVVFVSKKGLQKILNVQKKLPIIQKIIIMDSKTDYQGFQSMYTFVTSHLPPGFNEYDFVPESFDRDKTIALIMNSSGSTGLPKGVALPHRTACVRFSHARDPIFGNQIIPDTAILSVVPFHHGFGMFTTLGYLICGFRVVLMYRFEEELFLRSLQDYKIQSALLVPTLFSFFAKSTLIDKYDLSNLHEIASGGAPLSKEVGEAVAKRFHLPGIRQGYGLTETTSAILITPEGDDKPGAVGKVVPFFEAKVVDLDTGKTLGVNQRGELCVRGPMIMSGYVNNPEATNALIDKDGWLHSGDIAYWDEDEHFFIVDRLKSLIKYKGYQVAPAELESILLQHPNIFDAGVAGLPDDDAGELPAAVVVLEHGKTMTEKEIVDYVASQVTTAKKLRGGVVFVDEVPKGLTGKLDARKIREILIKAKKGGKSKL
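Purified P. pyralis luciferase, 10 nM final, with Km-level 10 uM D-luciferin and 10 uM ATP in 50 mM Tris acetate pH 7.5, 10 mM Mg acetate, 0.01% Tween-20, 0.05% BSA; 6-point qHTS titration about 60 µM downward; luminescence read.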
Numbers without * were called inactive; u = inconclusive. Potency is the fitted concentration of half-maximal effect. These rows are one share of the data; count on the stated rates, not on these rows.

Molecule,FLuc counter
O=C1CS(=O)(=O)C2(C(=O)N(Cc3ccccc3)c3ccccc32)N1c1ccccc1 (centres undefined),6%
CCOc1cc2c(cc1OCC)C(CC(=O)O)N(C(=O)Nc1ccc(Br)c(C)c1)CC2 (centres undefined),u
COc1ccc(NC(=O)CSc2nc(-c3ccc(F)cc3)[nH]c2-c2ccc(C)cc2)cc1OC,1%
Cc1ccc(-n2nc3cc(C)c(NC(=O)c4ccc(-c5ccccc5)o4)cc3n2)cc1,u
Cc1oc2ncnc(N3CCCCC3)c2c1C(=O)Nc1cccc(F)c1,2%
O=C(C1CCN(S(=O)(=O)Cc2ccccc2)CC1)N1CCN(c2ccc(F)cc2)CC1,-1%
CCN(Cc1ccccc1)S(=O)(=O)c1cc(C(=O)Nc2cc(Cl)cc(Cl)c2)ccc1F,0%
COc1ccc(C2=C(C)C(=O)N(Cc3ccc(C(=O)NC(C)c4ccccc4)cc3)S2(=O)=O)cc1 (centres undefined),-9%
CN1C(=O)C2(SCC(=O)N2c2ccc(Cl)cc2)c2ccccc21 (centres undefined),1%
Cc1ccc2c(=O)cc(C(=O)Nc3ccc(S(=O)(=O)N(C)c4ccccc4)cc3)oc2c1C,-3%
CCCN1CCN(CCCNC(=O)c2ccc3c(c2)sc2nc(-c4ccc(C)cc4)cn23)CC1,0%
CCC(C)NC(=O)Cn1c(=O)n(CCCC(=O)NCc2ccc(C)cc2)c(=O)c2ccccc21 (centres undefined),4%
CCOc1ccc(CCNC(=O)c2cnc3sc(N4CCC(C)CC4)nn3c2=O)cc1,1%
CCOC(=O)c1c(S(=O)(=O)N2CCN(c3cccc(C(F)(F)F)c3)CC2)c(C)n(C)c1C,0%
COc1ccc(-c2nc(Cn3c(SCc4ccc(C)cc4)nc4cccnc43)c(C)o2)cc1OC,6µM*
Cc1ccc(CNC(=O)CN(c2cc(C)cc(C)c2)S(=O)(=O)c2c(C)noc2C)cc1,0%
Cc1cccc(Oc2nc3c(c(=O)n(C)c(=O)n3C)n2Cc2ccccc2)c1C,-5%
Cc1ccc(CNC(=O)Cn2cc3c(n2)-c2c(oc(C(=O)N4CCOCC4)c2C)CC3)cc1,3%
CCOc1cc(CNC(=O)CSc2n[nH]c(-c3ccccc3)n2)cc(OCC)c1OCC,-14%
Cc1ccc(-n2c3c(cc(-c4nc(-c5ccc(Cl)cc5)cs4)c2=O)C(=O)CC(C)(C)C3)cc1C,0%
COc1cccc(CNC(=O)c2ccc(-c3nc(CSc4ccccc4)c(C)o3)cc2)c1,1%
Cc1ccc2oc(C(=O)Nc3sc4c(c3C(=O)NCc3ccccc3)CCCC4)cc(=O)c2c1,1%
COc1cc(O)ccc1-c1nc2cc(C)ccn2c1Nc1ccccc1C,-21%
CSc1ccc(CCNC(=O)Cn2c(C)c3cnn(-c4ccccc4)c(=O)c3c2C)cc1,-1%
CCCOc1cccc(C2c3c(oc4ccccc4c3=O)C(=O)N2c2nncs2)c1 (centres undefined),4%
COc1ccc(Cl)cc1NC(=O)c1ccc2nc(Cc3ccccc3)oc2c1,5%
O=c1c2cc3c(cc2nc2sc(Nc4ccccc4)nn12)OCO3,3µM*
CCN(C(=O)Cn1c(=O)oc2cc(S(=O)(=O)N3CCCCC3)ccc21)c1ccccc1,-7%
CC(C)OC(=O)c1c(NC(=O)COc2cccc(Br)c2)sc2c1CCCC2,-3%
Cc1ccc(NC(=O)c2cc3ccccn3n2)cc1F,2.4µM*
O=C(CSc1nccn1Cc1ccc(F)cc1)NCc1ccccc1,2%
CC(=O)CSc1nnc2cc(C)c3cc(C)cc(C)c3n12,-14%
CC(=O)c1cc(-c2ccccc2)n(CCC(=O)Nc2nc3c(C)cccc3s2)c1C,0%
Cc1ccc(C)c(Nc2nn3c(=O)c4ccc(C(=O)NCc5ccccc5)cc4nc3s2)c1,4%
CC(C)(C)c1ccc(C(=O)NCC(c2cccs2)S(=O)(=O)c2ccc(F)cc2)cc1 (centres undefined),-7%
CCC(=O)N1CCc2cc(S(=O)(=O)NCCC(=O)Nc3ccc(C)cc3)ccc21,-8%
CCc1ccc(S(=O)(=O)c2cn(C)c3cc(N4CCCCC4C)c(F)cc3c2=O)cc1 (centres undefined),-5%
CCN(CC)C(=O)CSc1nc2ccccc2c(=O)n1Cc1ccco1,-3%
Cc1n[nH]c(C)c1S(=O)(=O)N(CC(=O)NCc1ccccc1Cl)c1ccc(C(C)C)cc1,-19%
CC(Sc1ncc(S(=O)(=O)c2ccc(C(C)C)cc2)c(N)n1)C(=O)Nc1ccccc1 (centres undefined),0%
CCn1c(C(=O)NCc2cc(Br)ccc2OC)cc2oc3ccccc3c21,3%
COc1ccc(Cl)cc1CNCCSc1nnnn1-c1ccccc1,1%
CCn1c(C)c(C)c2cc(C(=O)NCCc3cc(OC)c(OC)c(OC)c3)ccc21,-12%
COc1ccc(NC(=O)c2cc3c(=O)n(C)c4cc(Cl)ccc4c3s2)cc1Cl,4%
Cc1nn(-c2ccccc2)c2c1N(CC(=O)N1CCN(c3ccccc3F)CC1)C(=O)CS2,-15%
Cc1ccccc1-c1nnc(CN2CCN(c3cc(Cl)ccc3C)CC2)o1,-8%
O=C(C1CCN(S(=O)(=O)Cc2ccccc2)CC1)N1CCN(c2cccc(Cl)c2)CC1,-1%
CC1=C(C(=O)Nc2ccccc2)C(c2cccnc2)n2nc(SCc3ccccc3F)nc2N1 (centres undefined),0%
Cc1ccc2c(c1)-c1c(cnn1CC(=O)N1CCN(c3cc(Cl)ccc3C)CC1)CO2,-2%
CCCN1C(=O)c2[nH]nc(-c3ccc(F)cc3)c2C1c1ccc(O)c(OCC)c1 (centres undefined),1%
COc1ccc2c(CNC3CCCCCC3)c(C(=O)O)n(Cc3ccccc3F)c2c1,-10%
Cc1cccc(Cn2c(=O)n(CC3CCC(C(=O)N4CCC(C)CC4)CC3)c(=O)c3sccc32)c1 (centres undefined),-5%
CCCOc1ccc(C(=O)N(Cc2ccc(N(C)C)cc2)CC2CCCO2)cc1 (centres undefined),1%
Cc1oc(-c2cccc(Cl)c2)nc1CN1CCC(C(=O)NCCCN2CCN(c3ccccc3F)CC2)CC1,2%
CC(C)C(=O)c1cc2c(cc1NC(=O)c1ccccc1F)OCCO2,4%
COc1cccc(NC(=O)C2CCN(S(=O)(=O)c3c(C)noc3/C=C/c3cccs3)CC2)c1,-6%

Further results follow.
SMILES | FLuc counter
CCOc1ccc(CNC(=O)C2CCN(Cc3cc4ccccc4n3Cc3ccccc3C)CC2)cc1 | 2%
CCOC(=O)c1cnc2nc(NCc3ccc(OCC)cc3)[nH]n2c1=O | u
CCN(C(=O)CSc1nc2ccccc2n1CC(=O)NCc1ccc(OC)cc1)c1ccccc1 | -15%
CC(C)c1ccc(NC(=O)c2cc(S(=O)(=O)N3CCc4ccccc4C3)ccc2F)cc1 | -4%
CCOC(=O)C(CC)Sc1ncnc2sc3c(c12)CCCC3 (centres undefined) | u
COc1ccc(OC)c(Nc2sc(C(=O)c3ccccc3)c(N)c2S(=O)(=O)c2ccccc2)c1 | 1%
CCC(C)NC(=O)c1ccc2nc(CCc3ccccc3)oc2c1 (centres undefined) | -9%
COc1cc(C(=O)Nc2nnc(CC(C)(C)C)s2)cc(OC)c1OC | -5%
Cc1oc(-c2ccc(Cl)cc2)nc1CS(=O)CC(=O)N1CCN(c2cccc(C(F)(F)F)c2)CC1 (centres undefined) | -18%
Cc1ccc(-n2ncc3c(NCCCN(C)C)ncnc32)cc1Cl | 13µM*
O=C(c1ccccc1)N1CCc2cc(CNS(=O)(=O)c3ccc(Cl)s3)ccc21 | 0%
Cc1ccc(N(C)C(=O)CN2C(=O)CCc3cc(S(=O)(=O)N4CCOCC4)ccc32)cc1 | -9%
COC(=O)c1ccc(Cl)cc1NC(=O)N1CC=C(c2c[nH]c3ccccc23)CC1 | -13%
Cc1ccc(C(=O)Nc2cc(-c3nc4cc(Cl)ccc4o3)ccc2C)c(C)c1 | 5%
CCc1ccccc1Nc1nn2c(=O)c3ccc(C(=O)NC(C)C)cc3nc2s1 | 1%

Sorted by formula weight (lowest first): five of the compounds above.
SMILES | FLuc counter
CC(=O)c1cc(-c2ccccc2)n(CCC(=O)Nc2nc3c(C)cccc3s2)c1C | 0%
COc1ccc2c(CNC3CCCCCC3)c(C(=O)O)n(Cc3ccccc3F)c2c1 | -10%
O=C(C1CCN(S(=O)(=O)Cc2ccccc2)CC1)N1CCN(c2cccc(Cl)c2)CC1 | -1%
Cc1nn(-c2ccccc2)c2c1N(CC(=O)N1CCN(c3ccccc3F)CC1)C(=O)CS2 | -15%
CCCN1CCN(CCCNC(=O)c2ccc3c(c2)sc2nc(-c4ccc(C)cc4)cn23)CC1 | 0%

(next part)
SMILES | FLuc counter
Cc1ccc(NC(=O)c2ccc(CN3CC(=O)N4CCCCC4C3=O)cc2)cc1 (centres undefined) | u
Cc1oc(-c2ccccc2F)nc1CS(=O)(=O)CC(=O)N1CCN(c2ccc(Cl)cc2)CC1 | -12%
Cc1cccc(CSc2nc3cccnc3n2Cc2ccc(C(=O)NCc3ccco3)cc2)c1 | 19µM*
Cc1cccc(C(=O)N(Cc2ccccc2F)C2CCS(=O)(=O)C2)c1 (centres undefined) | -1%
COc1ccc(C(=O)c2cn(Cc3cccc(C)c3)c3cc4c(cc3c2=O)OCCO4)cc1OC | 1%
CCCSc1ncc(Cl)c(C(=O)Nc2ccc(S(=O)(=O)N3CCC(C)CC3)cc2)n1 | 0%
Cc1cccc(NC(=O)CSc2nc3ccc(NC(=O)COc4ccccc4C)cc3s2)c1 | -2%
COc1ccc(CC(=O)Nc2ccc(-c3nc4ccccc4s3)c(C)c2)cc1OC | u
CCCc1nn2c(=O)cc(COC(=O)c3cccc(NC(=O)CCc4ccccc4)c3)nc2s1 | -5%
CCc1cccc(N2C(=O)N(Cc3c(F)cccc3Cl)c3ccccc3S2(=O)=O)c1 | 2%
COc1cc2c(-c3ccc(C)cc3)nc3c(c(C)nn3-c3ccccc3)c2cc1OC | 1%
CC1(C)N=C(SCc2ccccc2Cl)c2ccccc2N1 | -13%
CC(C)Nc1ccc(-c2nc(-c3ccncc3)no2)cc1[N+](=O)[O-] | u
Cc1ccccc1Cn1c(C(=O)O)c(CNCc2cccc(F)c2)c2ccccc21 | -6%
COCCNc1nc2c(S(=O)(=O)c3ccc(C)c(C)c3)nnn2c2ccc(Cl)cc12 | -3%
COc1ccccc1-c1noc(-c2ccc(N3CCN(c4ccccc4)CC3)c([N+](=O)[O-])c2)n1 | u
COc1ccc(NC(=O)NC(C)c2c(-n3cccc3)sc(C)c2C)cc1OC (centres undefined) | 3%
CCN(CC)S(=O)(=O)c1ccc2c(c1)N(CC(=O)Nc1c(C)cccc1C)C(=O)CO2 | -5%
CSc1ccc(C2c3c(oc4ccccc4c3=O)C(=O)N2CCCN2CCOCC2)cc1 (centres undefined) | -7%
O=C(Nc1ccc(C(=O)N2CCN(c3ccccc3F)CC2)cc1)c1nsc2ccccc12 | 5.4µM*
CCOC(=O)c1ccccc1NC(=O)CCc1c(C)nc2c(c1C)c(=O)n(C)c(=O)n2C | -1%
CCOC(=O)c1c(N)n(-c2cccc(OC)c2)c2nc3ccccc3nc12 | -6%
CN(C)S(=O)(=O)N1CCC(n2c(C(F)(F)F)nc3cccnc32)CC1 | -3%
O=C(Cn1ncc2c3ccccc3n(Cc3cccc(Cl)c3)c2c1=O)N1CCCCCC1 | 5%
O=C(CSc1n[nH]c(-c2ccccc2Cl)n1)N1CCN(c2ccc(F)cc2)CC1 | u
CCc1ccc(C(=O)CC2(O)C(=O)N(CCc3ccccc3)c3ccc(Cl)cc32)cc1 (centres undefined) | -8%
CCOc1ccccc1CNS(=O)(=O)c1cc(-c2onc(C)c2C)ccc1OC | -11%
Cc1ccc(-n2nc(C)c3c(C(=O)NCCc4ccc(S(N)(=O)=O)cc4)cc(C)nc32)cc1 | 6%
COc1ccc(Cn2ccc3nc(C)c(C(=O)N4CCN(c5cccc(OC)c5)CC4)cc3c2=O)cc1 | -2%
CCCn1c2ccccc2c2cnn(CC(=O)Nc3ccccc3OC)c(=O)c21 | -20%

Entries shown so far containing an NH in an aromatic ring (seven):
SMILES | FLuc counter
COc1ccc(NC(=O)CSc2nc(-c3ccc(F)cc3)[nH]c2-c2ccc(C)cc2)cc1OC | 1%
CCOc1cc(CNC(=O)CSc2n[nH]c(-c3ccccc3)n2)cc(OCC)c1OCC | -14%
Cc1n[nH]c(C)c1S(=O)(=O)N(CC(=O)NCc1ccccc1Cl)c1ccc(C(C)C)cc1 | -19%
CCCN1C(=O)c2[nH]nc(-c3ccc(F)cc3)c2C1c1ccc(O)c(OCC)c1 (centres undefined) | 1%
CCOC(=O)c1cnc2nc(NCc3ccc(OCC)cc3)[nH]n2c1=O | u
COC(=O)c1ccc(Cl)cc1NC(=O)N1CC=C(c2c[nH]c3ccccc23)CC1 | -13%
O=C(CSc1n[nH]c(-c2ccccc2Cl)n1)N1CCN(c2ccc(F)cc2)CC1 | u

Carrying on.
SMILES | FLuc counter
Nc1c(C(=O)Nc2ccc(F)cc2)sc2nc(-c3cccs3)cc(C(F)(F)F)c12 | -1%
Cc1ccc(CSc2cn(CC(=O)N3CCCCC3)c3ccccc23)cc1 | u
CN(C)CCNC(=O)CN1C(=O)COc2ccc(S(=O)(=O)N3CCCC3)cc21 | 1%
Cc1ccc(OCCCn2c(CCNC(=O)C3CCCCC3)nc3ccccc32)c(C)c1 | -18%
CCCCCCn1c(CNC(=O)c2ccccc2)nc2ccccc21 | 1%
Cc1cc2oc(C(=O)Nc3ccc(S(=O)(=O)N4CCC(C)CC4)cc3)cc(=O)c2cc1C | 0%
CCOC(=O)C(C)Sc1nnc2ccc3ccccc3n12 (centres undefined) | u
CCc1cccc(C)c1NC(=O)CN1C(=O)c2cccc3cccc1c23 | 1%
COc1ccc(CNC(=O)c2cnc3sc(N4CCOCC4)nn3c2=O)cc1 | -6%
Clc1ccc(Nc2c(-c3cccs3)nc3ccc(Cl)cn23)cc1 | -17%
COc1cc(NC(=O)Cn2cc(C(=O)c3ccc(F)cc3)c(=O)c3ccc(C)nc32)cc(OC)c1 | -6%
